WT yeast gro inh: growth inhibition of WT strain, primary screen, mitochondrial fusion inhibitor project, WT and mutant strains, chemical genetic; 190,000 compounds, 2.1% hits; inhibition, % at 10 µM; mitochondrial fusion phenotypic screen; in the data active = inhibition above about 58%; tested in S. cerevisiae
PMI inhibition: human PMI inhibitors, high substrate, primary screen, biochemical, fluorescence intensity, high mannose 6-phosphate (AID 1220). 190,000 compounds, 0.66% hits. inhibition, % at 20 µM; hits with a dose series show IC50 in µM. recombinant PMI enzyme, coupled fluorescence intensity; higher % means a stronger effect. Mannose-6-phosphate isomerase (Homo sapiens)
UTI89 phage lysis: inhibition of K1F phage lysis, E. coli UTI89, bacterial capsule biogenesis inhibitors, alamar blue (AID 488966); E. coli UTI89 K1F phage lysis, alamar blue, 2 h; higher % means a stronger effect; one-dose inhibition, % at 100 µM; IC50 in µM for titrated hits; 340,000 compounds, 0.02% hits;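 active = phage lysis inhibition, versus mean bacterial control, above a set limit; inconclusive = no clear call, values can overlap the other calls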;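 note: capsule biogenesis inhibitors block K1F phage lysis so surviving cells raise fluorescence; higher fluorescence means more inhibition of phage lysis; actives were called in the ten point dose series up to 300 µM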
P. falciparum M1AAP: P. falciparum M1AAP inhibitors, biochemical, fluorogenic H-Leu-NHMec substrate, 1536-well (AID 1445) | Aminopeptidase N (Plasmodium falciparum (isolate 3D7)) | recombinant M1AAP, H-Leu-NHMec fluorogenic kinetic assay; higher % means a stronger effect | one-dose inhibition, % at 30 µM; IC50 in µM for titrated hits | 220,000 compounds, 0.42% hits;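 active = primary inhibition above the hit cutoff, then over 50% inhibition at one or more dose response concentrations, cut at about 23% in these data, passing the limit was not always enough; inconclusive = conflicting primary data, or primary hits not chosen for dose response; inactive = low primary inhibition, or under 50% at every dose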;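 note: plate controls were DMSO full reaction for no effect and no enzyme background for full effect; strong numbers were not always called active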
TNAP activation fold: human TNAP enzyme activators, primary screen, biochemical, luminescent, no phosphate acceptor, uHTS (AID 1001); Alkaline phosphatase, tissue-nonspecific isozyme (Homo sapiens); purified TNAP, luminescent activation assay, no phosphate acceptor; higher activation fold means a stronger effect; activation fold at 20 µM, or EC50 in µM where a hit was titrated; 200,000 compounds, 0.03% hits; in the data active = activation fold from about 3, or a potency from the dose series; inactive = the rest, 99 in 100 with activation fold below about 1.6; note: many of its hits are not listed in these tables
ER stress rescue: rescue of cells from ER stress-induced death, primary screen, 384-well, CSM14.1, thapsigargin, ATP luminescence (AID 1222) | CSM14.1 thapsigargin-induced death rescue, ATP luminescence; higher % means a stronger effect | 190,000 tested, under 10 active | cellular ATP content (survival), % at 20 µM, or EC50 in µM where a hit was titrated;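 active = EC50 below 50 µM in the dose-response confirmation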;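 note: death triggered by thapsigargin at about 15 µM added after 2 h compound pretreatment; cell ATP read after overnight thapsigargin exposure of roughly 18 to 22 hours; normalized against plate controls of thapsigargin alone and 5% DMSO vehicle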
Myeloid diff MLP: induction of myeloid progenitor differentiation, primary screen, cell-based, flow cytometry, MLPCN library | AID 624256, 2012 | 360,000 compounds, 1% hits | ER-HoxA9 myeloid progenitors, lysozyme-GFP differentiation | calls only at 10 µM;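 active = normalized GFP-positive differentiation at or above the plate's own cutoff, the solvent-only control mean plus 3 SD; inconclusive = no clear call, values can overlap the other calls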;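 note: cells exposed to compound for four days before flow analysis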
PMI inhibitors: inhibitors of human PMI, primary screen, biochemical, fluorescence intensity, coupled assay (AID 1209) | 190,000 compounds, 0.42% hits | purified PMI enzyme, coupled fluorescence intensity; higher % means a stronger effect | Mannose-6-phosphate isomerase (Homo sapiens) | inhibition, % at 20 µM, or IC50 in µM where a hit was titrated;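 note: plate controls were DMSO vehicle for no effect and wells lacking substrate for full effect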
Lipid droplet: inhibitors of hepatocyte lipid droplet formation, primary screen, imaging, high-throughput imaging, BODIPY stain | AML12 mouse hepatocytes, oleate lipid droplets | inhibition, % at 6.5 µM | 240,000 compounds, 0.4% hits | AID 1656, 2009;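 active = lipid droplet intensity inhibited by at least 50%, with more than 500 cells counted; inconclusive = wells with under 300 cells, treated as cytotoxic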
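Assay system: AML12 hepatocytes (mouse) / Also added: 100 µM oleic acid challenge / Times: overnight treatment with compound plus oleate / Detection: high-content imaging of BODIPY-stained droplets and DAPI nuclei / Evaluation: % inhibition of lipid droplet signal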
WT yeast gro inh mutant strain: further read-out of WT yeast gro inh, marked with its call; inhibition, %; mitochondrial fusion phenotypic screen, mutant strain inhibition
Lipid droplet cells 6.5 µM: second read-out of Lipid droplet, no call of its own (marks repeat the call); cell count; measured here: cell count, cytotoxicity flag;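 cells counted across two imaged fields per well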
Myeloid diff MLP GFP+ MAC1+ %: recorded beside Myeloid diff MLP, whose call it bears; GFP+ MAC1+ double positive, %; measured here: differentiation confirmed by MAC1 staining
* hit, by the source's call; i = inactive; ? = inconclusive; / = not tested or not shown; [ ] = remark or other dose. Cut-off read from the data, not from the text of the source, unless noted: active = inhibition above about 50%; inactive = the rest.

SMILES	WT yeast gro inh	WT yeast gro inh mutant strain	PMI inhibition	UTI89 phage lysis	P. falciparum M1AAP	TNAP activation fold	ER stress rescue	Myeloid diff MLP	Myeloid diff MLP GFP+ MAC1+ %	PMI inhibitors	Lipid droplet	Lipid droplet cells 6.5 µM
CC(=O)N1CCN(C(=S)c2ccc(Cl)cc2)CC1	-8	-4	-6%	3.4%	12%	1.1	-1.2%	i	0.2	4%	-27	655
CC(C)c1nc(-c2ccccc2)c(-c2ccccc2)[nH]1	-2	3	0%	0.2%	1%	1.1	-0.5%	i	0.6	-1%	12	749
Cc1c(-c2cccc(NC(=O)c3ccco3)c2)nc2ncccn12	0	-10	-7%	0.2%	17%	1.1	0.3%	i	0.8	-6%	2	728
O=C(NCc1ccco1)c1noc2c1CCCCC2	12	8	-4%	1.2%	-5%	1.1	-4.6%	i	1.7	2%	-7	693
CN(CCC#N)C(=O)COC(=O)c1cccnc1Nc1ccccc1F	-34	-15	-3%	-0.2%	5%	1.1	0.3%	i	0.0	-10%	9	705
O=C(NCCCN1CCOCC1)c1ccc([N+](=O)[O-])cc1[N+](=O)[O-]	-14	-11	5%	-1.7%	-3%	1.1	-2.8%	/	/	-3%	-12	710
Cc1c(-c2ccccc2)oc2c(C(=O)OCC(=O)Nc3ccc(F)cc3)cccc2c1=O	14	1	1%	1.0%	9%	1.1	-0.2%	i	0.1	10%	1	568
CCSc1nc(N)c(C#N)c(-c2ccccc2Cl)c1C#N	-8	13	-35%	1.2%	6%	1.2	0.6%	i	7.7	-12%	1	730
CCc1nnc(SCC(=O)NC2CCCC2)nc1CC	9	15	-6%	0.1%	5%	1.2	-0.9%	i	2.8	-3%	/	/
O=C(OCc1ccccc1)c1ccc2c(c1)-c1ccccc1C2=O	-8	-5	20%	2.1%	7%	1.1	-1.1%	i	0.2	19%	-6	652
NC(=O)COc1cccc(/C=N/NC(=O)c2ccc(-n3cccc3)cc2)c1	/	/	/	-0.2%	-5%	/	/	i	0.4	/	-9	696
CC1CN(CC(O)COCc2ccc3c(c2)OCO3)CC(C)O1 (stereo unspecified)	-6	21	-17%	-0.1%	0%	1.1	0.2%	i	0.2	-15%	20	628
Cc1ccc(OCc2nnc(NC(=O)OCC(C)C)s2)cc1	10	12	-1%	2.7%	8%	1.1	2.2%	i	1.0	1%	-14	615
C/C(=N\Nc1nc(-c2cc(C)ccc2C)cs1)c1cc2c(ccc3ccccc32)oc1=O	-6	-14	5%	-0.8%	9%	1	-0.8%	i	0.7	10%	-15	559
COc1cc(OC)c2c(C)cc(=O)oc2c1C(CCN1CCN(c2ccccc2)CC1)c1ccc2c(c1)OCO2 (stereo unspecified)	/	/	/	5.3%	1%	/	/	i	3.0	/	-18	677
CCC(C)[C@H](NC(=O)NCCCn1ccnc1)C(=O)OC (stereo partly specified)	-6	8	-8%	0.0%	3%	1	-2.6%	i	0.9	-7%	-1	655
OCCC1CN(Cc2ccc(Oc3ncccn3)cc2)CCN1CCc1ccccc1 (stereo unspecified)	-6	1	5%	0.2%	4%	1.1	0.5%	i	0.3	4%	-21	600
COc1ccc(C2(O)CCN(Cc3nnnn3Cc3ccc(C)cc3)CC2)cc1	9	14	1%	1.1%	-1%	1.1	0.1%	i	2.1	9%	14	781
CCN(CC)S(=O)(=O)c1cccc(NC(=O)CCNC(=O)c2ccc([N+](=O)[O-])cc2)c1	/	/	/	-0.3%	2%	/	/	i	0.5	/	32	663
O=C(N/N=C/c1cccc(OCc2ccccc2)c1)c1ccc(Br)cc1	-13	-17	6%	-0.5%[50 µM]	-1%	1.8	-1.3%	i	1.0	7%	2	691
FC(F)(F)c1nnc2c(Sc3ccc(Cl)cc3)nc3ccccc3n12	-13	-4	9%	-0.1%	4%	1.1	-1.4%	?	/	11%	/	/
O=C1NC(=O)/C(=C/c2ccccc2Oc2ccc(Cl)cc2)S1	13	10	2%	-0.8%	-4%	1	-1.2%	/	/	3%	8	591
C=CCN=C1NN=C(c2ccc3c(c2)OCCO3)CS1	8	9	-1%	-0.5%	5%	1	-5.5%	i	0.4	1%	-6	682
COCC(=O)NC(c1ccccc1)c1ccccc1	-10	5	6%	0.1%	-3%	1.2	/	i	0.2	5%	-26	676
Cc1nc2c(C(=O)NCc3ccccc3)c[nH]n2c(=O)c1Cl	3	2	4%	-1.9%	3%	1.1	-0.6%	i	1.0	12%	/	/
COC(C[C@@H](O)C[C@@H](O)COCc1ccccc1)OC	/	/	/	0.7%	0%	/	/	i	1.6	/	113*	718*
Fc1ccccc1-c1nc2ccccc2[nH]1	22	11	-2%	0.5%	2%	1.1	-4.6%	i	0.6	-6%	6	726
Cc1cc2nc(-c3cccnc3SCC(=O)NCc3ccco3)[nH]c2cc1C	38	30	/	4.0%	6%	/	/	i	1.4	/	/	/
O=C(/C=C/c1ccccc1)NCC(=O)N/N=C\c1cccnc1	4	2	0%	0.2%	0%	1.1	2.7%	i	0.3	0%	-1	677
Cc1ccc(NC(=O)c2c(C(=O)Nc3ccccc3)sc3nc(C)cc(=O)n23)cc1	-4	-6	-4%	0.3%	1%	0.9	-2.5%	i	0.2	-8%	12	704
CN(C)CCCOc1cccc(Cl)c1	-25	-10	-13%	-0.1%	4%	1.1	0.1%	i	1.3	11%	10	732
CC(C)C[C@H](NC(=O)NC(C)C)C(=O)O	-9	12	4%	-1.0%	-2%	1.1	-2.4%	i	6.7	8%	-1	762
CC1(C)CC(C)(O)P(=O)(c2ccccc2)O1 (stereo unspecified)	3	-13	0%	0.2%	-5%	1.1	-2.9%	i	0.8	5%	15	734
Cc1cc([N+](=O)[O-])nn1CCCC(=O)Nc1cc(Oc2ccccc2)cc([N+](=O)[O-])c1	11	1	15%	0.6%[50 µM]	3%	1	-1.4%	i	0.1	24%	-23	666
COC(=O)C1C(=O)C2=C(CC1C)Nc1ccccc1NC2c1ccc(C)s1 (stereo unspecified)	13	-4	17%	0.0%	-2%	1.1	-1.1%	i	0.2	10%	-5	691
O=C(c1ccccc1[N+](=O)[O-])N1CC2C3C=CC(C3)C2C1 (stereo unspecified)	-15	1	-6%	-1.1%	5%	1.1	0.0%	i	0.2	-7%	-2	719
O=c1c2ccccc2ncn1CCOCCOc1cccc(Br)c1	1	3	21%	2.6%[50 µM]	0%	1.1	-1.4%	i	0.3	-3%	11	680
c1cc2c3c(cccc3c1)C(N1CCCCC1)=N2	23	7	59%*	0.2%	8%	1.1	-3.6%	i	1.6	34%	/	/
COc1ccc(S(=O)(=O)N(C)CC(=O)Nc2ccccc2C(F)(F)F)cc1Cl	-18	-42	3%	4.4%	7%	1.1	1.1%	i	7.9	5%	16	840
CCS(=O)(=O)N1CCN(C(=O)c2ccccc2)CC1	6	20	-6%	0.3%	-1%	1.1	-0.2%	i	0.4	4%	-6	769
C=CCn1c(C)cc(-c2csc(N)n2)c1C	1	-13	-93%	2.4%	2%	1.1	1.3%	i	4.9	-43%	-22	725
CCN(C(=O)c1cc2c(=O)[nH]c3ccc(C)cc3c2s1)c1cccc(C)c1	/	/	/	2.3%[50 µM]	2%	/	/	i	0.3	/	2	737
CCOC(=O)CNC(=O)/C(=C\c1ccc(F)cc1)NC(=O)c1ccccc1	-6	0	/	0.0%	2%	1.1	-0.5%	i	1.0	/	0	706
CCOC(=O)c1c([N+](=O)[O-])c(C)[nH]c(=O)c1C#N	/	/	/	0.4%	5%	/	/	i	0.9	/	-6	834
O=C(N[C@@H](Cc1ccccc1)C(=O)OCc1ccccc1)c1nc[nH]c1C(=O)NCc1ccccc1	-5	1	27%	-0.7%	-15%	1.1	-2.8%	i	3.8	27%	-1	700
c1ccc(C2=Nc3ccccc3OC2)cc1	1	7	6%	1.1%	6%	1	1.1%	i	7.0	10%	9	786
Cc1ccc(S(=O)(=O)Nc2cc(=O)[nH]c(SCc3ccc(Cl)cc3)n2)cc1	-1	-17	13%	2.5%	0%	1.2	-0.6%	i	0.7	15%	-3	598
Cc1ccc(NS(=O)(=O)c2ccc(OCC(=O)NCc3cccnc3)cc2)cc1	11	18	1%	0.1%	-1%	1	-0.7%	i	0.6	9%	1	765
COc1ccc(-c2csc(N(CC3CCCO3)C(=O)c3cccs3)n2)cc1 (stereo unspecified)	47	-13	4%	-0.1%	0%	1.1	3.5%	i	1.4	14%	/	/

Whole records from above:
Cc1ccc(S(=O)(=O)Nc2cc(=O)[nH]c(SCc3ccc(Cl)cc3)n2)cc1 is listed with WT yeast gro inh: -1; WT yeast gro inh mutant strain: -17; PMI inhibition: 13%; UTI89 phage lysis: 2.5%; P. falciparum M1AAP: 0%; TNAP activation fold: 1.2; ER stress rescue: -0.6%; Myeloid diff MLP: i; Myeloid diff MLP GFP+ MAC1+ %: 0.7; PMI inhibitors: 15%; Lipid droplet: -3; Lipid droplet cells 6.5 µM: 598
O=C(N[C@@H](Cc1ccccc1)C(=O)OCc1ccccc1)c1nc[nH]c1C(=O)NCc1ccccc1 is listed with WT yeast gro inh: -5; WT yeast gro inh mutant strain: 1; PMI inhibition: 27%; UTI89 phage lysis: -0.7%; P. falciparum M1AAP: -15%; TNAP activation fold: 1.1; ER stress rescue: -2.8%; Myeloid diff MLP: i; Myeloid diff MLP GFP+ MAC1+ %: 3.8; PMI inhibitors: 27%; Lipid droplet: -1; Lipid droplet cells 6.5 µM: 700

Looked up by compound from the entries so far (four):
SMILES	WT yeast gro inh	WT yeast gro inh mutant strain	PMI inhibition	UTI89 phage lysis	P. falciparum M1AAP	TNAP activation fold	ER stress rescue	Myeloid diff MLP	Myeloid diff MLP GFP+ MAC1+ %	PMI inhibitors	Lipid droplet	Lipid droplet cells 6.5 µM
CCOC(=O)c1c([N+](=O)[O-])c(C)[nH]c(=O)c1C#N	/	/	/	0.4%	5%	/	/	i	0.9	/	-6	834
O=C(N[C@@H](Cc1ccccc1)C(=O)OCc1ccccc1)c1nc[nH]c1C(=O)NCc1ccccc1	-5	1	27%	-0.7%	-15%	1.1	-2.8%	i	3.8	27%	-1	700
c1ccc(C2=Nc3ccccc3OC2)cc1	1	7	6%	1.1%	6%	1	1.1%	i	7.0	10%	9	786
CCN(C(=O)c1cc2c(=O)[nH]c3ccc(C)cc3c2s1)c1cccc(C)c1	/	/	/	2.3%[50 µM]	2%	/	/	i	0.3	/	2	737

Assay outcomes as filed in PubChem.
